# From PubChem BioAssay
# SENP1 FRET inh: blocks the human SENP1 SUMO protease catalytic domain. recombinant SENP1 catalytic domain, CyPet-SUMO1-YPet FRET cleavage. Q9P0U3. inhibition, % at 10 µM. actives 0.21% (n = 360,000);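 active = inhibition at least 30% at 10 µM, raw YFP signal under a set limit, fluorescence ratio 0.5 to 1.5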;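 note: 0% = enzyme with DMSO and 100% = no enzyme wells; some results filed as inactive read as strong as hits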
# Target sequence (Q9P0U3 419-644 limits assumed): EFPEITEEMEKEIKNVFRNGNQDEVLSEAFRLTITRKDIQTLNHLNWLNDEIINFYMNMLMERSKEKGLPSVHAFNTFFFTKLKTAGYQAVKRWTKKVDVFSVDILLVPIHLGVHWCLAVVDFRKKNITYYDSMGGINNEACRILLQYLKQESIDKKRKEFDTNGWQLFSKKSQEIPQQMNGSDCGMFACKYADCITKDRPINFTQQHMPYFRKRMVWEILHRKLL
#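 Test system: human SENP1 catalytic domain; medium: Tris pH 8 buffer plus EDTA, NaCl, BME, BSA, NP40, catalase; incubation: 50 min reaction at room temperature; technique: FRET, CFP and YFP emission; controls: no-enzyme low control and enzyme-plus-DMSO high control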
# PfGluPho inh: PfG6PD (Plasmodium falciparum) enzyme inhibition. PfGluPho enzyme, NADPH resazurin-diaphorase fluorescence. inhibition, % at 20 µM. actives 0.78% (n = 350,000). AID 504690;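 active = inhibition reaching at least a set limit at 20 µM in the primary screen, cut at about 59% in these data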;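 note: 0% = DMSO wells with substrate and 100% = DMSO wells lacking glucose-6-phosphate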
# SENP6 block: blocks the human protease SENP6. Q9GZR1. Recombinant SENP6 catalytic domain, aminoluciferin luminescence. inhibition, % at 10 µM. actives 1.8% (n = 330,000);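 active = inhibition above about 50% at the single tested dose, limit read from the data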;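 note: plate controls were DMSO wells with enzyme for no effect and DMSO wells lacking enzyme for full effect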
# SENP7 inh: blocks the human protease SENP7; Q9BQF6; recombinant SENP7, Z-RLRGG-aminoluciferin luminescence, 40 min; inhibition, % at 5 µM; actives 1.5% (n = 330,000); AID 434973;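 active = inhibition above about 50% at the single test dose, limit read from the data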;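 note: plate controls were DMSO with enzyme for no effect and no enzyme buffer wells for full effect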
# Target sequence (Q9BQF6 706-1050 limits assumed): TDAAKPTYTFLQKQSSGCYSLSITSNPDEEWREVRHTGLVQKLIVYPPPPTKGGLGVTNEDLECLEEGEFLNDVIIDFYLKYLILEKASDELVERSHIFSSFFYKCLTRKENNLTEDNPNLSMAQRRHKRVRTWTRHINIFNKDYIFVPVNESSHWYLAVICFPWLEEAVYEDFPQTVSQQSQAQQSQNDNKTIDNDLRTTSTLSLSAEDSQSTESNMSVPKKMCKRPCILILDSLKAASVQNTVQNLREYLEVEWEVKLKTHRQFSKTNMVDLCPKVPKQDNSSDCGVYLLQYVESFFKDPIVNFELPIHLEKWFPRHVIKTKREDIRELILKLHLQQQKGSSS
# HKDC1 inh: blocks human hexokinase HKDC1 activity; Q2TB90; recombinant HKDC1, G6PDH/diaphorase resazurin coupled fluorescence; inhibition, % at 20 µM; actives 0.16% (n = 340,000);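 active = inhibition above about 35% when tested at 20 µM, limit read from the data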;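 note: plate controls were DMSO wells with enzyme for no effect and DMSO wells lacking enzyme for full effect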
#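 Material – in-house recombinant HK5 (HKDC1) enzyme · Quantity – HKDC1 at 5 µg/mL · Buffer or medium – pH 8.0 Tris buffer with 10 mM MgCl2 · Reagent – glucose with 1 mM ATP · Dosing – single 20 µM dose · Times – reaction time 90 min, room temperature, protected from light · Technique – resorufin fluorescence at 613 nm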
# SENP8 block-1: inhibitors of human SENP8 protease; Q96LD8; recombinant SENP8, Nedd8 substrate fluorescence; inhibition, % at 20 µM; actives 0.64% (n = 360,000); AID 602440; in the data active = inhibition mostly above about 40%, no sharp cut-off; inactive = mostly below about 27%
# Target sequence (Q96LD8 whole entry, looked up): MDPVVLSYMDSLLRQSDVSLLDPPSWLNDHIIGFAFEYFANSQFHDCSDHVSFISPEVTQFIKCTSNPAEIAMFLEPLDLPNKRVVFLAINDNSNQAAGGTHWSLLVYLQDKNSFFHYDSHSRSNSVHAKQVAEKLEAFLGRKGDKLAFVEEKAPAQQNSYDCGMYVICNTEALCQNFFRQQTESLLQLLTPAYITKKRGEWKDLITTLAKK
# SENP8 block-2: SENP8 protease inhibition. Q96LD8. purified SENP8, Z-RLRGG-aminoluciferin cleavage, luminescence. inhibition, % at 10 µM. actives 1.2% (n = 330,000). AID 2540; in the data active = inhibition above about 50%
# Apaf1 inhib: blocks human Apaf-1 apoptosome activity. inhibition, % at 20 µM. reconstituted apoptosome caspase-3 activity, DEVD-Rh110 fluorescence. AID 489030. O14727. actives 0.71% (n = 330,000); active = inhibition of at least 40% at 20 µM;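 note: plate controls were DMSO wells for no effect and DEVD-CHO caspase inhibitor wells for full effect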
#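 System – cell-free apoptosome with Apaf-1, procaspase-3 and caspase-9 · Buffer or medium – pH 7.5 Hepes buffer with CHAPS, BSA, DTT · Also added – cytochrome c with DEVD-Rh110 · Times – 30 min compound preincubation, 50 min activation, room temperature · Technique – Rh110 fluorescence intensity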
# Active calls of the source: *; / = not tested or not shown; & = joins results of further samples.
[1] CCOC(=O)Nc1ccc2c(c1)N(C(=O)OCCN(C)C)c1ccccc1CC2
[2] CCCNC(=O)c1onc(CSc2ccccn2)c1C(=O)NCCC
[3] Cc1cc(C)c2c(c1)/C(=N/NS(=O)(=O)c1ccccc1)CCC2
[4] CCn1nc(C)c(NC(=O)/C=C/c2ccc(OC)c(COc3ccc(Br)cc3)c2)c1C
[5] O=C(Nc1ccc2nc3ccccc3nc2c1)c1ccccc1
[6] O=C(Nc1ccc(Cl)cc1)Nc1ccccc1Sc1ncc([N+](=O)[O-])s1
[7] Cc1cc(NC(=O)CSc2nc3cc(Cl)ccc3s2)no1
[8] CC(=O)Nc1cc(C)ns1
Compound | 1 | 2 | 3 | 4 | 5 | 6 | 7 | 8
Apaf1 inhib | -1 | 10 | 13 | 16 | / | 4 | -20 | /
PfGluPho inh | 2&10 | 8 | -23 | 2 | 26 | 47 | -8 | -5
HKDC1 inh | 1&1 | -2 | 1 | 12 | 20 | -8 | -5 | 1
SENP6 block | 2 | -26 | -21 | -22 | / | 99* | -8 | /
SENP7 inh | -1 | -21 | 5 | -9 | / | 95* | 3 | /
SENP1 FRET inh | -2&0 | 2 | -1 | 0 | -21 | -8 | -1 | 2
SENP8 block-1 | 19&-1 | -6 | 12 | 8 | -233 | 24 | 16 | 3
SENP8 block-2 | 0 | -11 | 2 | -10 | / | 96* | 1 | /

[9] CCOC(=O)CCc1c(C)nc2c(c(C)nn2-c2ccccc2)c1C
[10] CCN(C(=O)CN1CCCCC1)c1c(N)n(Cc2ccccc2)c(=O)[nH]c1=O
[11] O=C1N[C@@H](Cc2c[nH]c3ccccc23)C(=O)N[C@H]1Cc1ccccc1
[12] O=C(Nc1cccc(F)c1)c1ccc(S(=O)(=O)N2CCCC2)cc1
[13] CCN(CC)C(=O)c1cccc(-c2ccc(OC)cc2)c1
[14] CCC(C)Sc1ccc([C@H]2N[C@@](Cc3ccccc3)(C(=O)OC)[C@H]3C(=O)N(CC)C(=O)[C@@H]23)cc1OC (stereo partly specified)
[15] Cc1cc(O)c(NC(=O)c2ccc(C)c([N+](=O)[O-])c2)cc1C
[16] CCCC[C@@H]1C=C(C(=O)O)[C@H](c2ccc(Br)cc2)N1S(=O)(=O)c1ccc(C)cc1
Compound | 9 | 10 | 11 | 12 | 13 | 14 | 15 | 16
Apaf1 inhib | 12 | -14 | / | 2 | -4 | 27 | -3 | -2
PfGluPho inh | 10 | 0 | -10 | -7 | -9 | 15 | -18 | -29
HKDC1 inh | 3 | -2 | 2 | 8 | -4 | 4 | -13 | 6
SENP6 block | -9 | 5 | / | -10 | -3 | -14 | -2 | 0
SENP7 inh | -10 | 4 | / | 17 | -8 | -4 | -8 | 8
SENP1 FRET inh | 1 | -50 | -2 | 3 | 3 | 2 | 2 | 0
SENP8 block-1 | -194 | 0 | 3 | -8 | 13 | 0 | 4 | 24
SENP8 block-2 | -4 | 8 | / | -7 | 3 | 1 | -5 | -5

[17] CN(CC(=O)NCCN1CCOCC1)S(=O)(=O)c1ccc(Cl)cc1
[18] COc1ccc(-n2nc(C(=O)NCC(=O)NCc3ccc(F)cc3)c3ccccc3c2=O)cc1OC
[19] CC(C)c1nn2c(=O)cc(COc3cccc(NC(=O)c4ccco4)c3)nc2s1
[20] N#C/C(=C/c1ccc(N2CCCCC2)o1)C(=O)NCCc1c[nH]c2ccccc12
[21] Clc1ccc(OCc2nn[nH]n2)cc1
[22] O=C(CN1CCCCC1)N/N=C/c1cc2ccccc2nc1Cl
[23] COc1ccccc1C(=O)N/C(=C\c1ccc(Br)cc1)C(=O)NCCC(=O)O
[24] CN1CCN(S(=O)(=O)c2ccc(N3CCc4ccccc4C3)nc2)CC1
Compound | 17 | 18 | 19 | 20 | 21 | 22 | 23 | 24
Apaf1 inhib | -7 | -3 | 0 | / | -17 | 5 | 12 | -1
PfGluPho inh | 1 | -7 | 5 | 27 | 15 | 1 | 11 | 3
HKDC1 inh | 0 | -5 | -7 | -1 | -4 | -4 | -11 | -11
SENP6 block | 5 | -4 | -4 | / | 5 | -3 | -23 | -4
SENP7 inh | 1 | -1 | 4 | / | -3 | -2 | 8 | -9
SENP1 FRET inh | 2 | -1 | -2 | -29 | -2 | -1 | -4 | -1
SENP8 block-1 | 3 | -31 | 4 | 21 | 16 | -2 | -1 | -26
SENP8 block-2 | 4 | 5 | -7 | / | 1 | 3 | 6 | -6

# Two records drawn at random from the list so far:
[9] CCOC(=O)CCc1c(C)nc2c(c(C)nn2-c2ccccc2)c1C
[14] CCC(C)Sc1ccc([C@H]2N[C@@](Cc3ccccc3)(C(=O)OC)[C@H]3C(=O)N(CC)C(=O)[C@@H]23)cc1OC (stereo partly specified)
Compound | 9 | 14
Apaf1 inhib | 12 | 27
PfGluPho inh | 10 | 15
HKDC1 inh | 3 | 4
SENP6 block | -9 | -14
SENP7 inh | -10 | -4
SENP1 FRET inh | 1 | 2
SENP8 block-1 | -194 | 0
SENP8 block-2 | -4 | 1

# Continued:
[25] Cc1ccc(C(CC(=O)N2CCNCC2)c2ccccc2)c(O)c1C (stereo unspecified)
[26] CCCOc1ccc(C2C3=C(Nc4nc(N)[nH]c(=O)c42)c2ccccc2C3=O)cc1 (stereo unspecified)
[27] O=c1c2c(nc3n1CCCCC3)sc1c(O)c(Br)ccc12
[28] COc1cccc(C(=O)Nc2ccc(C3CC3(Cl)Cl)cc2)c1 (stereo unspecified)
[29] CCOC(=O)c1nn(-c2ccccc2C)c(=O)cc1OCC(=O)Nc1cccc(OC)c1
[30] Cc1ccc(S(=O)(=O)N2CC(C)N(C(=O)N3CCOCC3)C2C)cc1 (stereo unspecified)
[31] CC(=O)c1cccc(NC(=O)CN(c2cccc(F)c2)S(C)(=O)=O)c1
[32] O=c1[nH]c(/C=C\c2ccc(O)c(O)c2)nc(O)c1[N+](=O)[O-]
Compound | 25 | 26 | 27 | 28 | 29 | 30 | 31 | 32
Apaf1 inhib | 5 | 13 | -9 | 26 | 26 | -6 | 0 | -3
PfGluPho inh | -6 | -13 | 14 | 56 | -14 | 3 | 15 | 1
HKDC1 inh | 1 | 3 | 3 | -2 | 4 | 4 | -8 | 0
SENP6 block | -8 | 23 | 65* | 85* | -6 | 2 | 0 | 11
SENP7 inh | -3 | 18 | 34 | 94* | -9 | -1 | -1 | 2
SENP1 FRET inh | 1 | -1 | 0 | 1 | 5 | 0 | 1 | 2
SENP8 block-1 | 18 | 25 | 6 | 12 | 17 | 7 | 18 | 40
SENP8 block-2 | -5 | 5 | 26 | 92* | 5 | 2 | -9 | -2

# Taken from above.
# Apaf1 inhib result of compound 28 is entered as 26
# SENP1 FRET inh result of compound 27 is entered as 0

# Part of the list above in order of length of the SMILES, high to low:
[14] CCC(C)Sc1ccc([C@H]2N[C@@](Cc3ccccc3)(C(=O)OC)[C@H]3C(=O)N(CC)C(=O)[C@@H]23)cc1OC (stereo partly specified)
[29] CCOC(=O)c1nn(-c2ccccc2C)c(=O)cc1OCC(=O)Nc1cccc(OC)c1
[20] N#C/C(=C/c1ccc(N2CCCCC2)o1)C(=O)NCCc1c[nH]c2ccccc12
[10] CCN(C(=O)CN1CCCCC1)c1c(N)n(Cc2ccccc2)c(=O)[nH]c1=O
[23] COc1ccccc1C(=O)N/C(=C\c1ccc(Br)cc1)C(=O)NCCC(=O)O
[31] CC(=O)c1cccc(NC(=O)CN(c2cccc(F)c2)S(C)(=O)=O)c1
[24] CN1CCN(S(=O)(=O)c2ccc(N3CCc4ccccc4C3)nc2)CC1
[12] O=C(Nc1cccc(F)c1)c1ccc(S(=O)(=O)N2CCCC2)cc1
[17] CN(CC(=O)NCCN1CCOCC1)S(=O)(=O)c1ccc(Cl)cc1
[9] CCOC(=O)CCc1c(C)nc2c(c(C)nn2-c2ccccc2)c1C
Compound | 14 | 29 | 20 | 10 | 23 | 31 | 24 | 12 | 17 | 9
Apaf1 inhib | 27 | 26 | / | -14 | 12 | 0 | -1 | 2 | -7 | 12
PfGluPho inh | 15 | -14 | 27 | 0 | 11 | 15 | 3 | -7 | 1 | 10
HKDC1 inh | 4 | 4 | -1 | -2 | -11 | -8 | -11 | 8 | 0 | 3
SENP6 block | -14 | -6 | / | 5 | -23 | 0 | -4 | -10 | 5 | -9
SENP7 inh | -4 | -9 | / | 4 | 8 | -1 | -9 | 17 | 1 | -10
SENP1 FRET inh | 2 | 5 | -29 | -50 | -4 | 1 | -1 | 3 | 2 | 1
SENP8 block-1 | 0 | 17 | 21 | 0 | -1 | 18 | -26 | -8 | 3 | -194
SENP8 block-2 | 1 | 5 | / | 8 | 6 | -9 | -6 | -7 | 4 | -4

[2] CCCNC(=O)c1onc(CSc2ccccn2)c1C(=O)NCCC
Compound | 2
Apaf1 inhib | 10
PfGluPho inh | 8
HKDC1 inh | -2
SENP6 block | -26
SENP7 inh | -21
SENP1 FRET inh | 2
SENP8 block-1 | -6
SENP8 block-2 | -11
